# Source: PubChem
# TROY NFkB inh – inhibitors of TROY-driven NF-kB signaling, primary screen, Q293 LMP1-TROYcd cells, NF-kB luciferase, uHTS. Q293 LMP1-TROYcd NF-kB luciferase reporter, 4 h. inhibition, % at 10 µM. 360,000 tested, 0.98% active;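 active = compounds whose plate-normalised and pattern-corrected inhibition of the luciferase reporter signal at the single screening dose is 50% or more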
# NCOA1 inh – SRC1 coactivator transcriptional activity inhibitors, primary screen, cell-based, luminescence; HEK293 GAL4-SRC1 luciferase reporter; inhibition, % at 3.6 µM; 360,000 tested, 0.12% active; AID 588354, 2011;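 active = inhibition above the campaign mean plus 3 SD, with each screening campaign given its own cutoff, cut at about 60% in these data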;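 note: 0% = DMSO treated cells and 100% = gossypol at 36 µM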
# Target sequence (Q15788 whole entry, looked up, the tested form may be a part): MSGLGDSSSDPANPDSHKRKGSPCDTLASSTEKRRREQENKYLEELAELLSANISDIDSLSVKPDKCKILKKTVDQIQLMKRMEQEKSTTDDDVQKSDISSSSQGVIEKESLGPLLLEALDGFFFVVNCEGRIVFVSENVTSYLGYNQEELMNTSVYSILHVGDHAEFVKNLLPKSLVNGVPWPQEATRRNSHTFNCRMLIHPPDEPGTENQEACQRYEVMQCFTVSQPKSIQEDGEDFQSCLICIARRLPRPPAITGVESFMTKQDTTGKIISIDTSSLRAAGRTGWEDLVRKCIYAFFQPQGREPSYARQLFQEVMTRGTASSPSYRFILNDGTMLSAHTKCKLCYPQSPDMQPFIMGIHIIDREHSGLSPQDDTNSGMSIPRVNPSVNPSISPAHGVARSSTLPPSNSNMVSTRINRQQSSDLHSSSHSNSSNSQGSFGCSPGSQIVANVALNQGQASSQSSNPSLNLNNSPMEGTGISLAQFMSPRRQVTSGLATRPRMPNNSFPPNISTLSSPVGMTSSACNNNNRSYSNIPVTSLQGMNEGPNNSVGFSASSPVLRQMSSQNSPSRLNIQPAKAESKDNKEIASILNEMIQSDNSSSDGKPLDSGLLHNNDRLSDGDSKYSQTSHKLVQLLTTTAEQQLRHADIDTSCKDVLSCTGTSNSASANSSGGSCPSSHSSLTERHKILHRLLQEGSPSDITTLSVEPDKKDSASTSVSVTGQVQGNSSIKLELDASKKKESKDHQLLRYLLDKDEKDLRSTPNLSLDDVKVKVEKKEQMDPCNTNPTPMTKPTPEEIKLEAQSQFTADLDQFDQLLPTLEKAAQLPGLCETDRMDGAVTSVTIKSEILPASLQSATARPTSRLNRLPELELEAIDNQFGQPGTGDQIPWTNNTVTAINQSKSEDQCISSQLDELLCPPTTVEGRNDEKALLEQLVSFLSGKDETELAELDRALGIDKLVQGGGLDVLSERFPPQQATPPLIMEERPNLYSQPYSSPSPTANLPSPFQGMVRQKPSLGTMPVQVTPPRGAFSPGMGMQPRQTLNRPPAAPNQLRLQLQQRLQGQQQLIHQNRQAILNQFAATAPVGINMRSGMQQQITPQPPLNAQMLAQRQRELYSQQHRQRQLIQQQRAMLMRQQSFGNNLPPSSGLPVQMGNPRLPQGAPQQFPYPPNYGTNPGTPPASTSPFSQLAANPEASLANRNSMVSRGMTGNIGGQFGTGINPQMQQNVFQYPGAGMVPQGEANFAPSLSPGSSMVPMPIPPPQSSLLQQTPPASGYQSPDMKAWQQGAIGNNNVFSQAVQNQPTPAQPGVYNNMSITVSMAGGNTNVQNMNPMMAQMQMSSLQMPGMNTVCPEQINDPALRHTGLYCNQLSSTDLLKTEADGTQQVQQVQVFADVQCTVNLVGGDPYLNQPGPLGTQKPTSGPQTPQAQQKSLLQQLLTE
# CF NFkB inh – inhibitors of PAF-induced NF-kB signaling, primary screen, cell-based, GFP fluorescence, uHTS. KKLEB NF-kB-GFP reporter, GFP fluorescence overnight. inhibition, % at 5 µM. 360,000 tested, 0.86% active;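 active = at least 50% inhibition at 5 µM, scaled per plate between neutral and stimulator controls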;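 note: PAF is a Pseudomonas aeruginosa culture filtrate used as stimulus; plate controls were PAF-stimulated DMSO wells for no effect and unstimulated DMSO wells for full effect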
# EBV LMP1 NFkB – EBV LMP1-driven NF-kappaB luciferase reporter inhibitors, primary screen, cell-based, luminescence, single point. LMP1-induced NF-kappaB luciferase reporter cells. inhibition, % at 12.5 µM. 350,000 tested, 0.69% active. AID 504558, 2011; in the data active = inhibition above about 41%;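 note: 0% = neutral control wells and 100% = reference inhibitor control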
# NR2F2 inh – NR2F2 transcriptional activity inhibitors, primary screen, cell-based, luciferase reporter, HEK293T, luminescence; COUP transcription factor 2 (Homo sapiens), P24468; HEK293T NGFI-A luciferase reporter; inhibition, % at 8.6 µM; 370,000 tested, 0.7% active; AID 686940, 2013;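 active = inhibition above a per-plate cutoff, mean inhibition of test wells between control levels plus 3 SD, cut at about 38% in these data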;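 note: cells cotransfected with COUP-TFII expression vector driving the NGFI-A reporter; 0% = median of COUP-TF2 test wells and 100% = reporter-only cells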
# TWEAK-Fn14 inh – inhibitors of TWEAK-Fn14 signaling, primary screen, luciferase reporter cells, uHTS; TWEAK-stimulated Fn14 reporter cells, luciferase luminescence, 8 h; AID 1159606, 2016; 360,000 tested, 2% active; inhibition, % at 10 µM; in the data active = inhibition above about 50%
# C8 TRAIL sens – viability loss with TRAIL in NB7+C8 cells, primary screen, TRAIL sensitizer project, cell-based, ATPlite luminescence; 360,000 tested, 1% active; inhibition (viability loss, TRAIL sensitization), % at 10 µM;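 active = compounds causing at least 50% loss of cell viability in the single-dose screen, relative to plate controls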
# LRH-1 inv ag – LRH-1 (NR5A2) inverse agonists, primary screen, cell-based, luminescence, HEK293T, StAR-luciferase reporter; LRH-1 transfected, 24 h; AID 602396, 2012; inhibition, % at 3.6 µM; 360,000 tested, 0.13% active; Nuclear receptor subfamily 5 group A member 2 (Homo sapiens), O00482;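 active = inhibition above the mean inhibition of all tested compounds plus 3 SD, cut at about 73% in these data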;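 note: 0% = DMSO wells and 100% = reporter-only cells lacking LRH-1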
# NCOA2 inhibitor – inhibition of GAL4-SRC2 driven luciferase reporter, primary screen, SRC2 inhibitor project, cell-based, luminescence. Nuclear receptor coactivator 2 (Homo sapiens), Q15596. HEK293 GAL4-SRC2 luciferase reporter. inhibition, % at 9 µM. 370,000 tested, 0.17% active. AID 651957, 2012;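 active = inhibition above the mean inhibition of all tested compounds plus 3 SD, set per campaign, cut at about 52% in these data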;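 note: 0% = DMSO treated cells and 100% = cells given Gossypol at 36 µM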
# NCOA3 inh – SRC3 coactivator transcriptional activity inhibitors, primary screen, cell-based, luminescence; 360,000 tested, 0.17% active; inhibition, % at 3.6 µM; AID 588352, 2011; HEK293 GAL4-SRC3 luciferase reporter; Nuclear receptor coactivator 3 (Homo sapiens), Q9Y6Q9;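 active = inhibition above a per-campaign cutoff, the mean of all compounds plus 3 SD, cut at about 60% in these data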;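 note: 0% = DMSO-treated cells and 100% = gossypol-treated cells at 36 µM; higher means less SRC3-driven luciferase light from the GAL4 reporter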
# KKLEB tox – cytotoxicity in KKLEB CF airway cells, primary screen, cytotoxicity control for CF NF-kB inhibitor project, cell-based, uHTS, fluorescence assay plates; activity change (cytotoxicity), % at 5 µM; KKLEB CF airway cells viability, ATPlite luminescence, overnight; active compounds read low; cells stimulated with P. aeruginosa culture filtrate; AID 602141, 2011; 360,000 tested, 0.36% active;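 active = corrected activity change at or below -50% at 5 µM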
# Active calls of the source: *; x = no result given. This is a random part of the collection (roughly 4.2% active in at least one column).
mol,TROY NFkB inh,NCOA1 inh,CF NFkB inh,EBV LMP1 NFkB,NR2F2 inh,TWEAK-Fn14 inh,C8 TRAIL sens,LRH-1 inv ag,NCOA2 inhibitor,NCOA3 inh,KKLEB tox
CCc1c(C)sc(NC(=S)N2CC(C)OC(C)C2)c1C(=O)OC (stereo not drawn),0,-12,4,0,24,-8,2,-12,6,-7,-15
Cc1ccc(S(=O)(=O)NCCC(=O)N2CCC(C)CC2)cc1,-16,-3,0,2,0,9,-15,14,-42,1,-3
COc1cccc(C2=NOC(C(=O)NC(C)(C)C)C2)c1 (stereo not drawn),-1,8,12,-3,-3,-18,12,-7,-3,-14,-11
COc1ccc(CCNC(=O)C2CCCN(c3ncnc4c3nc3n4CCCCC3)C2)c(OC)c1 (stereo not drawn),-5,-1,-8,1,-7,-17,-15,9,-6,-47,9
O=c1cc(Cl)[nH]c(=O)n1Cc1ccccc1,-7,-26,-12,-5,-18,3,-16,-19,0,-2,10
COc1ccccc1NC(=O)CN1C(=O)CSC(C)C1=O (stereo not drawn),10,-2,-24,0,12,-6,1,0,23,2,3
Cc1ccccc1OCC(=O)NC(=S)Nc1ccc(N2CCOCC2)c(Cl)c1,11,-18,20,10,10,-21,-2,9,4,10,-4
COCCCNC(=S)Nc1ccc(C)cc1[N+](=O)[O-],-22,-17,14,-2,-29,-18,0,-21,-22,-3,-8
COc1ccc(-c2nnc(SCC(=O)c3cccs3)n2-c2ccc(Cl)cc2)cc1,-7,-5,-19,-3,-7,-4,-13,8,-32,1,4
CCOC(=O)CSc1nc2sc(C(=O)O)c(C)c2c(=O)[nH]1,4,-6,-20,3,-3,7,-20,9,8,0,-7
O=[N+]([O-])c1ccc(CSc2ccc(S(=O)(=O)N3CCCC3)cn2)cc1,-4,6,6,-6,x,7,1,27,x,-8,2
CCOc1ccc(NC(=O)c2ccc3c(c2)CCN3S(C)(=O)=O)cc1,11,-7,5,14,-7,-23,-20,-10,-7,-12,4
CNc1nc(Cl)nc(Nc2ccccc2)n1,-4,-38,27,-11,-27,-9,-7,-15,-29,-23,0
Cc1cc2c(cc1S(=O)(=O)N1CCN(c3cccc(C)c3C)CC1)OCC(=O)N2,11,-19,10,-4,4,11,5,0,-1,-9,4
Cc1ccc(NC(=O)N2CCC(NC(=O)C(C)(C)C)CC2)cc1,12,-16,-18,0,4,2,6,6,-13,0,13
Nc1nc2n(n1)C(c1c(F)cccc1Cl)CC(c1ccc(F)cc1)N2 (stereo not drawn),-3,-10,6,6,-4,-2,-2,1,2,0,4
CCCNC(=O)CN(Cc1ccco1)S(=O)(=O)c1ccc(OCC)cc1,1,1,-2,0,-11,8,5,19,6,18,8
Cc1cc(C)c2c3c(sc2n1)C1(CCSCC1)C(C#N)=C(N)O3,-10,20,-4,-19,-1,26,6,17,-9,2,1
Cc1ccc(S(=O)(=O)N(C)c2ccc(C(=O)N3CCC(C(N)=O)CC3)cc2)cc1,-8,-37,-10,-1,-3,-21,-11,-8,-20,18,3
CC(=O)c1c(C(C)=O)c(C)n(-c2ccc(N)cc2)c1C,-11,-4,4,-6,-7,-12,17,10,5,7,12
Cn1cccc1CC(=O)N/N=C/c1cccc([N+](=O)[O-])c1,-30,2,9,1,0,-30,2,-14,-53,-19,1
CC(NS(=O)(=O)c1ccc(OCC(=O)NCc2cccnc2)cc1)c1ccccc1 (stereo not drawn),14,-12,-12,-3,3,3,-19,-8,-6,-20,7
CCc1ccc(C(=O)NNC(=O)Cn2c(=O)cnc3ccccc32)cc1,-5,2,0,-2,-14,10,3,-21,-2,7,-19
COC(=O)c1ccccc1Nc1cc(C)nc2nc(C)nn12,6,-1,-25,-2,-12,4,0,25,-5,12,10

# Arranged by molar mass (lowest first): some entries from above
mol,TROY NFkB inh,NCOA1 inh,CF NFkB inh,EBV LMP1 NFkB,NR2F2 inh,TWEAK-Fn14 inh,C8 TRAIL sens,LRH-1 inv ag,NCOA2 inhibitor,NCOA3 inh,KKLEB tox
CC(=O)c1c(C(C)=O)c(C)n(-c2ccc(N)cc2)c1C,-11,-4,4,-6,-7,-12,17,10,5,7,12
COc1cccc(C2=NOC(C(=O)NC(C)(C)C)C2)c1 (stereo not drawn),-1,8,12,-3,-3,-18,12,-7,-3,-14,-11
COCCCNC(=S)Nc1ccc(C)cc1[N+](=O)[O-],-22,-17,14,-2,-29,-18,0,-21,-22,-3,-8
Cn1cccc1CC(=O)N/N=C/c1cccc([N+](=O)[O-])c1,-30,2,9,1,0,-30,2,-14,-53,-19,1
Cc1ccc(NC(=O)N2CCC(NC(=O)C(C)(C)C)CC2)cc1,12,-16,-18,0,4,2,6,6,-13,0,13
CCOC(=O)CSc1nc2sc(C(=O)O)c(C)c2c(=O)[nH]1,4,-6,-20,3,-3,7,-20,9,8,0,-7
Cc1cc(C)c2c3c(sc2n1)C1(CCSCC1)C(C#N)=C(N)O3,-10,20,-4,-19,-1,26,6,17,-9,2,1
CCc1ccc(C(=O)NNC(=O)Cn2c(=O)cnc3ccccc32)cc1,-5,2,0,-2,-14,10,3,-21,-2,7,-19
CCOc1ccc(NC(=O)c2ccc3c(c2)CCN3S(C)(=O)=O)cc1,11,-7,5,14,-7,-23,-20,-10,-7,-12,4
Nc1nc2n(n1)C(c1c(F)cccc1Cl)CC(c1ccc(F)cc1)N2 (stereo not drawn),-3,-10,6,6,-4,-2,-2,1,2,0,4
CCCNC(=O)CN(Cc1ccco1)S(=O)(=O)c1ccc(OCC)cc1,1,1,-2,0,-11,8,5,19,6,18,8
Cc1cc2c(cc1S(=O)(=O)N1CCN(c3cccc(C)c3C)CC1)OCC(=O)N2,11,-19,10,-4,4,11,5,0,-1,-9,4
CC(NS(=O)(=O)c1ccc(OCC(=O)NCc2cccnc2)cc1)c1ccccc1 (stereo not drawn),14,-12,-12,-3,3,3,-19,-8,-6,-20,7

# (next part)
mol,TROY NFkB inh,NCOA1 inh,CF NFkB inh,EBV LMP1 NFkB,NR2F2 inh,TWEAK-Fn14 inh,C8 TRAIL sens,LRH-1 inv ag,NCOA2 inhibitor,NCOA3 inh,KKLEB tox
CNC(=O)CSc1nnc(CCc2ccccc2)n1-c1ccccc1,8,5,-18,-9,0,3,-5,26,-13,16,10
COc1ccc(NC(=O)c2ccc3c(=O)n(-c4ccc(OC)cc4OC)c(=S)[nH]c3c2)cc1,10,17,-11,8,22,26,6,14,-13,-2,1
COc1cc(C(=O)Nc2ccc3c(c2)N(C(=O)CN2CCN(C)CC2)c2ccccc2CC3)cc(OC)c1OC,2,2,-2,-17,-24,-14,0,23,-16,21,-3
COc1ccc(OC)c(CCNC(=O)Cn2cccc2C(=O)c2ccccc2C)c1,-21,-6,-10,1,13,2,-3,-5,-3,1,-2
CCOC(=O)C1CCCN(C(=O)c2sc3nc(C)nc(N(CC)CC)c3c2C)C1 (stereo not drawn),11,15,1,8,2,-22,14,-7,11,10,4
COc1ncccc1-c1cnc2cccnn12,-16,23,6,x,16,15,-3,4,-31,6,-15
Cc1cc(C)c2c(CN3CCN(c4ccccc4F)CC3)cc(=O)oc2c1,7,-4,8,x,10,-16,14,-3,-34,-5,6
COc1ccc(C(CC(=O)O)NC(=O)c2ccccc2[N+](=O)[O-])cc1 (stereo not drawn),4,1,-21,-7,-1,-30,4,-9,-3,14,13
Cc1cc(C(=O)NC2=NCCS2)cs1,-34,-102,-7,-1,-25,3,24,-136,-43,-86,5
C[n+]1cccc(C(=O)Nc2ccccc2)c1,-5,12,-27,7,20,-28,2,1,-50,-4,3
CCC(=O)NCc1ccc2[nH]c(C)cc2c1,8,14,1,-3,-10,20,-15,-16,23,7,2
Cc1cc(=O)[nH]c(/N=C(\N)Nc2cccc3ccccc23)n1,13,-11,2,2,4,-12,-2,8,7,0,-2
Clc1ccccc1OCc1nnc(-c2ccccc2Br)o1,-38,-105,14,-67,-32,-14,-11,-92,-68,-39,-5
NC(=O)CC(NC(=O)c1ccccc1)c1ccc(NC2CCCCCCC2)c([N+](=O)[O-])c1 (stereo not drawn),41,1,-11,-3,-16,5,-13,-10,10,7,16
CC1CCCC(NC(=O)NC(=O)CCl)C1C (stereo not drawn),-6,11,16,10,-10,3,3,10,27,22,-9
Cn1c(N)c(C(=O)COC(=O)c2cccc(S(=O)(=O)NCc3ccccc3)c2)c(=O)n(C)c1=O,2,-9,15,-3,-5,-19,-11,-1,-37,18,-17
CCOC(=O)C(NC(=O)c1ccccc1)(Nc1cccc(C)n1)C(F)(F)F (stereo not drawn),-15,3,12,-1,39*,-12,1,-7,-9,-1,-6
c1ccc(-c2nc(N3CCNCC3)nc3ccccc23)cc1,3,1,4,0,6,6,13,9,0,11,-11
CN(c1ccccc1)S(=O)(=O)c1ccc(NC(=O)COc2ccccc2)cc1,-36,17,7,-3,12,10,-20,14,-1,-5,10
CCOc1ccc(Oc2ccc(Cl)cc2NC(=O)CCNC(C)=O)cc1,-1,1,7,1,-11,7,-26,13,7,-9,-4
CCOc1cc(C(=O)Nc2cc(C)ccn2)cc(OCC)c1OCC,-2,9,-18,-9,25,15,7,12,4,8,2
O=C(/C=C/c1ccc2c(c1)OCO2)NC1CCCC1,2,-12,12,-28,2,-34,6,-1,-35,-19,-23
CC(=O)OCC(=O)C1(O)CCC2C3CC(C)C4=CC(=O)CCC4(C)C3C(O)CC21C (stereo not drawn),15,-33,73*,14,-11,-23,20,-1,-44,-45,13
COc1cc(C(=O)N2CCC(c3nc(-c4cccnc4)no3)CC2)cc(OC)c1OC,5,4,5,-8,-2,-12,-6,2,3,20,5
O=[N+]([O-])c1cccc(/C=N/Nc2nc(NCc3ccccc3)nc(N3CCOCC3)n2)c1,23,1,-4,10,12,-4,-10,18,13,-2,6
CC(=O)c1c(C)[nH]c(C(=O)Nc2ccc(Cl)cc2F)c1C,-11,-52,-27,-15,-31,9,27,-136,-48,-70,2
